Screening results: PubChem BioAssay, The Scripps Research Institute Molecular Screening Center
M1 ag: human M1 muscarinic receptor agonists, primary screen, Fluo-8 calcium fluorescence, CHO-K1 cells, HTS; CHO-K1 hM1, agonist mode; 0% DMSO, 100% acetylcholine EC100; activation, % at 3 µM; Muscarinic acetylcholine receptor M1 (Homo sapiens), P11229; hit rate 0.33% among 360,000; AID 588814, 2011;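 active = activation above the run's mean compound activation plus 3 SD, cut at about 16% in these data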;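 also: peak over basal fluorescence ratio within a 140 s kinetic read after compound addition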
Target sequence (P11229 whole entry, looked up): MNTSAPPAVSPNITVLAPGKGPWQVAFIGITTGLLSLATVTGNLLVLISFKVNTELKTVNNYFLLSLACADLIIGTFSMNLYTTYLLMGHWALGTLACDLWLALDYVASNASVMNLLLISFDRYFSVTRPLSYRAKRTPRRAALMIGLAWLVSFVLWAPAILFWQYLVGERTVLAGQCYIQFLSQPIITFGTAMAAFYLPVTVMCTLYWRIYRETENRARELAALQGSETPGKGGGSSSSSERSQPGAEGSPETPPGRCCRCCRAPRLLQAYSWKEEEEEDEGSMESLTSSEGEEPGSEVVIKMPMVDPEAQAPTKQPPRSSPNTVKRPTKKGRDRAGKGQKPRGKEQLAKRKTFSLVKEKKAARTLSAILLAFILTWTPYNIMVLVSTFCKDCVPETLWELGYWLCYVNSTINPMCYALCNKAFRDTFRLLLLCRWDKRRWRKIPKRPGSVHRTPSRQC
CHO-K1 Ca antag: nonselective inhibitor or artifact in parental CHO-K1 cells | hit rate 0.6% among 360,000 | ATP-induced calcium, Fluo-8 fluorescence | inhibition, % at 3 µM;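 active = inhibition above a per-plate cutoff, the plate's mean sample inhibition plus 3 SD, cut at about 24% in these data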;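 also: 0% = DMSO plus EC80 ATP and 100% = DMSO alone without ATP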
CHO parental Ca: ATP-evoked calcium signal inhibitors, parental CHO, primary screen, counter-screen for OX1R antagonist project, cell-based, fluorescence, Fluo-8 calcium dye. parental CHO-K1, ATP-induced calcium, Fluo-8 fluorescence. inhibition, % at 5.6 µM. hit rate 0.63% among 330,000. AID 463079, 2010;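 active = inhibition above that plate's mean sample inhibition plus 3 SD, cut at about 26% in these data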;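 also: 0% = ATP-challenged DMSO wells and 100% = DMSO wells without ATP; some compounds past the cut are filed as inactive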
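material = parental CHO cells | also added = ATP as calcium-mobilizing challenge | dosing = single point at 5.6 µM | detection = intracellular calcium via Fluo-8 no-wash fluorescent dye | read-out = % inhibition | benchmarks = low control ATP plus DMSO, high control DMSO only | repeats = one well per compound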
CHRM4 agonist: human M4 muscarinic receptor agonists, primary screen, CHO-K1 cells, Fluo-8 calcium fluorescence; Muscarinic acetylcholine receptor M4 (Homo sapiens), P08173; CHO-K1 hM4/Gqi5; vehicle 0%, full acetylcholine response 100%; activation, % at 3 µM; hit rate 0.14% among 360,000; AID 624127, 2012;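 active = activation above the run mean over all test wells plus 3 SD, cut at about 32% in these data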;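 also: peak over basal fluorescence ratio per well then scaled between controls; 0% = DMSO wells and 100% = acetylcholine at EC100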
Target sequence (P08173 whole entry, looked up): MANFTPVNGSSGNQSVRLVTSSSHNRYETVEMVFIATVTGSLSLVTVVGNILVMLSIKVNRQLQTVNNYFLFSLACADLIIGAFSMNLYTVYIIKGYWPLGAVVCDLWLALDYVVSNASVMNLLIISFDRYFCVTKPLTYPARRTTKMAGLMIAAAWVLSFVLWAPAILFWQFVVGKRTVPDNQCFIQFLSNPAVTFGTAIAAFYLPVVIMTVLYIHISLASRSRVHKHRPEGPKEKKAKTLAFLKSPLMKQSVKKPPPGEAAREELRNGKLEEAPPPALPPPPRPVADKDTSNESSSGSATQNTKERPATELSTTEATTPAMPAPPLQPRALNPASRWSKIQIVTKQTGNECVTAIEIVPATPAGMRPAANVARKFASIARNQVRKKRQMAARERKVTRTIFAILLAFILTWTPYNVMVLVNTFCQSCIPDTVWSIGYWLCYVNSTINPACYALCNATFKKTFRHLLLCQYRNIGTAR
CHRM1 PAM: human M1 muscarinic receptor positive allosteric modulators, primary screen, CHO-K1 cells, Fluo-8 calcium fluorescence, 1536-well; CHO-K1 hM1, ACh EC20; 0% = ACh EC20, 100% = maximal ACh; Muscarinic acetylcholine receptor M1 (Homo sapiens), P11229; hit rate 0.088% among 360,000; activation, % at 3 µM; in the data active = activation above about 19%, passing the limit was not always enough
OXTR potentiate: human OXTR potentiators, primary screen, fluorescence, CHO-OTR cells, Fluo-8 calcium; Fluo-8 calcium fluorescence, potentiator mode; 0% = oxytocin EC15, 100% = EC100; activation, % at 3 µM; hit rate 0.061% among 320,000; AID 2445, 2010;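 active = activation above that plate's cutoff, the mean activation of tested compounds plus 3 SD, cut at about 6.6% in these data, passing the limit was not always enough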;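 also: 100% uses oxytocin at 75 nM as the full agonist control; some results filed as inactive read as strong as hits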
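Material: human OTR in CHO cells. Compound: 3.0 µM, one dose. Timing: compound 6 min at room temperature before oxytocin, 100 s read. Evaluation: % activation of max/min ratio relative to oxytocin controls. Replication: single well per compound, singlicate. Signal: Fluo-8 calcium dye fluorescence.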
M4 antag: human M4 muscarinic receptor antagonists, primary screen, CHO cells, Fluo-8 calcium fluorescence | Muscarinic acetylcholine receptor M4 (Homo sapiens), P08173 | CHO-hM4 cells, ACh EC80 | inhibition, % at 3 µM | hit rate 0.73% among 360,000 | AID 624125, 2012;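 active = inhibition above its plate's cutoff, the mean inhibition of sample wells plus 3 SD, cut at about 27% in these data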;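 also: 0% = acetylcholine EC80 with DMSO and 100% = DMSO without agonist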
M1 antag: human M1 muscarinic receptor antagonists, primary screen, CHO-K1 cells, Fluo-8 calcium fluorescence, 1536-well; Muscarinic acetylcholine receptor M1 (Homo sapiens), P11229; CHO-K1 hM1, ACh EC80 antagonist; inhibition, % at 3 µM; hit rate 1.3% among 360,000;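 active = percent inhibition above its own plate's cutoff, namely the mean of that plate's compound wells plus 3 SD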;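 also: peak over basal fluorescence ratio during 140 s after agonist addition; 0% = ACh EC80 plus DMSO and 100% = DMSO alone without agonist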
CHO-K1 Ca ag: counter-screen for M1 agonists: effect in parental CHO-K1 cells; Fluo-8 calcium fluorescence; scaled to maximal ATP response, vehicle zero; activation, % at 3 µM; AID 602248, 2012; hit rate 0.48% among 360,000; in the data active = activation above about 15%;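 also: untransfected CHO-K1 host cells lacking M1 receptor as counterscreen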
Starred values were filed as active, the others as inactive; x = not tested or not shown.

SMILES	M1 ag	CHO-K1 Ca antag	CHO parental Ca	CHRM4 agonist	CHRM1 PAM	OXTR potentiate	M4 antag	M1 antag	CHO-K1 Ca ag
CCOc1ccc(CC(=O)NC2CC(C)(C)N(C)C(C)(C)C2)cc1OCC	-7.0	-0.6	-3.5	0.6	3.1	-7.0	8.1	2.9	5.9
CCC1(c2ccccc2)NC(=O)N(CC(=O)Nc2ccc3c(C)cc(=O)oc3c2)C1=O (stereo unspecified)	-6.0	1.9	0.4	4.5	3.1	-0.8	-35.8	-2.8	0.3
Cn1cccc1/C=C1\SC(=S)N(Nc2ccccc2)C1=O	-2.7	-1.1	-18.1	8.9	-3.8	-13.1	-4.9	3.0	3.3
Cc1ccc(-c2csc(CC(N)=O)n2)cc1	-4.7	-16.9	-11.2	1.2	6.9	3.7	-4.6	-9.2	1.6
Cc1ccc(OCCCNC2CCCC2)cc1	-11.0	-11.6	-6.3	1.1	1.0	-4.6	-1.1	-5.9	1.0
COc1cc(NC(=O)c2ccccc2)c(OC)cc1NC(=O)CSc1[nH]c(=O)cc(C)c1C#N	-3.8	-6.1	-21.4	1.9	10.4	-8.2	-2.2	-10.3	1.2
CC(NC(=O)/C=C/c1ccco1)c1nc2ccccc2n1Cc1c(Cl)cccc1Cl (stereo unspecified)	-6.3	-6.6	-23.5	-1.5	-7.0	-2.4	9.7	0.1	-0.1
CC(=O)Nc1ccc(OS(=O)(=O)c2cc(Cl)ccc2C)cc1	-0.6	-12.8	-7.0	7.0	3.4	-14.4	-11.3	-4.6	6.8
CC(C)(C)C(=O)COC(=O)C1CC(=O)N(c2ccccc2)C1 (stereo unspecified)	-6.7	-12.7	-5.3	0.5	4.9	6.0	4.0	1.9	0.8
O=C(Nc1nccs1)C1CCN(S(=O)(=O)c2cnc[nH]2)CC1	-2.2	-10.6	1.2	1.1	4.4	0.9	-3.9	-16.4	0.5
CN(CC(=O)Nc1ccccc1C(=O)N1CCCC1)S(=O)(=O)c1ccc(Cl)cc1	-3.7	-18.6	-25.7	1.8	-0.1	-5.6	2.7	5.6	2.5
O=C(NCCCN1CCCC1=O)C1CCN(S(=O)(=O)N2CCOCC2)CC1	-2.3	-9.2	x	0.6	0.7	x	-10.8	2.1	0.2
COc1ccc(C2(C(=O)N3CCC(n4nc(-c5ccccc5)oc4=O)CC3)CC2)cc1	-1.9	-8.2	-12.3	0.4	-0.3	2.0	6.2	-0.3	0.2
Cn1c(=O)[nH]c(=O)c2c1nc(SCCN1CCOCC1)n2CCCc1ccccc1	2.9	18.0	-7.1	0.6	19.9	-1.5	-6.3	-14.4	0.1
Cn1c(=O)c(=O)n(C)c2cc(S(=O)(=O)NCCc3ccccc3)ccc21	-4.1	1.6	-7.8	0.0	6.8	1.6	7.3	-7.2	0.8
Oc1ccccc1N1CCN(C(c2ccccc2)c2ccccc2)CC1	-8.6	-25.5	-21.2	-1.8	4.7	-6.8	-18.0	-3.1	-0.2
O=C(Nc1cc2c(cc1Cl)OCCCO2)c1ccco1	-6.0	-6.3	2.0	-0.8	-0.3	-2.9	-16.9	2.9	0.0
CCOC1=CC(=O)OC(c2ccccc2)C1 (stereo unspecified)	-6.5	-6.0	x	0.6	4.6	x	5.0	-7.3	0.4
Cc1ccccc1C(=O)Nc1nnc(SCC(=O)NC2CC2)s1	-2.1	-0.9	-3.5	1.3	20.7	-2.1	-0.6	-5.8	1.6
CC(C)c1ccc(C2(C)NC(=O)N(CC(=O)NC3(C#N)CCCC3)C2=O)cc1 (stereo unspecified)	-2.4	-16.5	-3.4	0.6	6.2	1.5	-11.3	-4.7	-0.2
O=C(CN(C(=O)CCC(=O)Nc1nccs1)c1cccc(F)c1)NCC1CCCO1 (stereo unspecified)	-4.1	-2.3	-15.4	0.3	2.9	-11.3	-7.5	-4.9	0.5
O=C(NNC(=O)c1cccc(Br)c1)Nc1ccc(Cl)cc1	-4.7	0.6	5.4	1.2	10.4	-6.2	-2.3	-2.8	-0.2
Cc1nn(CCC#N)c2nc(-c3ccccc3)cc(C(F)(F)F)c12	-2.8	-5.7	-39.8	-0.5	8.5	-18.4	5.9	-32.3	0.7
COc1cccc(-n2nnnc2SCC(=O)NCc2ccc3c(c2)OCO3)c1	-7.3	-10.6	-7.5	1.8	-0.3	2.1	-19.2	-8.7	0.3
CC(=O)NC(c1ccc(F)c(F)c1)c1nc(-c2cccc(C(F)(F)F)c2)cs1 (stereo unspecified)	-1.3	11.4	x	1.6	-8.4	x	3.0	15.9	0.2

(cont.)
SMILES	M1 ag	CHO-K1 Ca antag	CHO parental Ca	CHRM4 agonist	CHRM1 PAM	OXTR potentiate	M4 antag	M1 antag	CHO-K1 Ca ag
COC(=O)c1ccc(C(=O)OC)c(NC(=O)C2CCCO2)c1 (stereo unspecified)	-2.4	-8.3	2.0	0.7	18.0	-9.7	-6.0	-18.1	0.9
CCN(CC)C(=O)Cn1cc(S(=O)(=O)Cc2cccc([N+](=O)[O-])c2)c2ccccc21	-7.0	-19.4	-28.6	0.1	1.1	-11.0	16.2	-4.4	1.4
CCOc1ccc(S(=O)(=O)NCc2ccc(Cl)cc2)c2cccnc12	-7.7	-4.7	-29.1	0.6	5.1	-4.7	8.3	-6.7	2.0
CCN1CCN(C(=S)Nc2cc(C(=O)OC)ccc2C(=O)OC)CC1	-4.6	2.0	-16.9	1.2	15.3	-5.2	-3.8	-19.7	0.8
Cc1cccc(Cl)c1NC(=O)N1CCCN(c2nc3ccc(Cl)cc3s2)CC1	-0.7	-1.8	-24.0	8.5	-8.1	-11.2	-4.3	5.1	6.6
Cn1cc(CN2CCC(C(=O)NC(c3ccc(F)cc3)c3ccc4ccccc4n3)CC2)c2ccccc21 (stereo unspecified)	-3.5	-4.9	x	24.8	-9.6	x	10.2	16.4	2.9
CC1(C)CC(=O)C(C=Nc2ccccc2Sc2ccccc2)=C(O)C1	-5.9	-2.6	-18.4	0.2	-25.8	-12.9	0.1	63.2*	0.5
CC1CC(C)CN(CCCNC(=O)c2ccc(N3CCCC3=O)cc2)C1 (stereo unspecified)	-4.7	-7.0	4.7	0.0	10.9	-6.8	4.6	-15.2	0.9
CC(=O)Nc1sc(NC(=O)c2ccc([N+](=O)[O-])cc2)nc1-c1cccs1	-3.0	-10.3	-12.4	0.8	4.2	-11.0	-1.7	-9.1	0.4
Cc1c(C)c2c(OCC(=O)N[C@@H](CC(C)C)C(=O)O)cc3c(c2oc1=O)CCC(C)(C)O3	-0.2	-15.2	x	0.1	2.7	x	-22.5	-11.4	0.7
Cc1cc(C)nc(SCCC(=O)Nc2cccc3ccccc23)n1	-1.9	11.6	-20.0	0.8	3.3	-0.1	-5.1	-8.8	-0.2
O=C1CCN(S(=O)(=O)c2ccc(Br)cc2)CCN1	-3.6	-13.2	6.0	0.4	6.7	-18.6	-1.7	-3.5	0.7
Clc1ccc(-c2nnc(CSc3nnc(-c4cccs4)o3)o2)cc1	-3.0	-8.0	2.8	1.3	3.0	-7.9	-0.6	-10.0	3.0
CCC(=O)N1CCN(c2nc3ccccc3s2)CC1	-2.2	-8.9	-7.1	3.6	2.7	-13.2	-3.5	-3.7	2.8
Cc1ccc(N(CC(O)Cn2c3ccccc3c3ccccc32)S(C)(=O)=O)c(C)c1 (stereo unspecified)	-4.8	-4.0	-8.1	4.9	8.9	-2.7	-10.2	-7.2	0.7
CN(c1ccccc1)S(=O)(=O)c1ccc(NC(=O)c2ccccc2C(=O)O)cc1	-3.2	-11.3	-1.6	0.8	8.3	-3.4	-4.9	-17.9	0.5
COc1ccc(-c2nc3ccc(C)cn3c2CC(C)(C)C)cc1OC	-6.7	1.3	x	0.2	-5.5	x	-3.2	-12.6	-0.4
CN(C)c1ccc(C2/C(=C(/O)c3ccccc3)C(=O)C(=O)N2CCCC(=O)O)cc1 (stereo unspecified)	-1.9	-11.3	-2.8	0.1	11.8	-4.3	-2.1	-21.1	1.5
O=C(CN1CCOCC1)NCCc1ccccc1	-5.0	-2.1	11.4	7.0	8.0	-8.3	24.3	-13.4	1.6
C/C(=N/NS(=O)(=O)c1ccc(Cl)cc1)c1ccncc1	-2.6	1.0	13.8	0.8	9.6	-6.1	1.6	-13.3	2.5
CC1(C(=O)O)CCC(C(=O)Nc2ccccc2)C1(C)C (stereo unspecified)	0.0	-8.4	-1.7	0.6	15.0	-2.4	-1.1	-19.4	0.2
CN1C(=S)SC(C)(NO)C1(C)C (stereo unspecified)	4.7	-21.1	-6.5	0.5	26.3*	-9.5	2.4	-20.5	0.4
N#CC(Cc1ccccc1)(Cc1ccccc1)C(=O)NN	7.7	-4.8	-5.9	0.7	8.4	-1.0	-0.8	-9.5	0.6
COCC(COS(N)(=O)=O)Cc1ccccc1 (stereo unspecified)	-1.1	-15.1	-8.6	0.4	5.2	-15.1	-6.9	-5.0	0.7
COc1ccc2[nH]c(C)c(CCN(Cc3cccs3)C(=S)Nc3ccccc3)c2c1	-2.8	4.5	-6.6	4.0	-5.7	-2.4	-5.1	12.3	1.2
COCCNC(=S)Nc1ccccn1	-1.8	-14.7	15.5	2.0	12.0	-6.8	-0.4	-10.3	2.0
Cc1cc(C(F)F)n2nc(C(=O)O)nc2n1	-0.7	2.0	5.7	0.2	8.9	-1.1	7.6	-8.6	0.4
CC(C)[C@@H](C(=O)N[C@@H](C(=O)O)c1ccccc1)N1C(=O)N2CCc3c([nH]c4ccccc34)[C@@]2(C)C1=O	-2.0	20.4	-15.1	0.3	2.8	-0.7	-7.0	-3.9	-0.6

Records listed so far that bear a hit mark in CHRM1 PAM.
SMILES | M1 ag | CHRM4 agonist | CHRM1 PAM | OXTR potentiate | M4 antag | M1 antag
CN1C(=S)SC(C)(NO)C1(C)C (stereo unspecified) | 4.7 | 0.5 | 26.3* | -9.5 | 2.4 | -20.5

Compounds from the list above containing a cyano group:
SMILES	M1 ag	CHO-K1 Ca antag	CHO parental Ca	CHRM4 agonist	CHRM1 PAM	OXTR potentiate	M4 antag	M1 antag	CHO-K1 Ca ag
COc1cc(NC(=O)c2ccccc2)c(OC)cc1NC(=O)CSc1[nH]c(=O)cc(C)c1C#N	-3.8	-6.1	-21.4	1.9	10.4	-8.2	-2.2	-10.3	1.2
CC(C)c1ccc(C2(C)NC(=O)N(CC(=O)NC3(C#N)CCCC3)C2=O)cc1 (stereo unspecified)	-2.4	-16.5	-3.4	0.6	6.2	1.5	-11.3	-4.7	-0.2
Cc1nn(CCC#N)c2nc(-c3ccccc3)cc(C(F)(F)F)c12	-2.8	-5.7	-39.8	-0.5	8.5	-18.4	5.9	-32.3	0.7
N#CC(Cc1ccccc1)(Cc1ccccc1)C(=O)NN	7.7	-4.8	-5.9	0.7	8.4	-1.0	-0.8	-9.5	0.6
